High-throughput results: PubChem, National Center for Advancing Translational Sciences (NCATS)
POLH inh: inhibitors of human DNA polymerase eta | Q9Y253 | recombinant Pol eta, fluorescent DNA replication assay | Potency, µM (series often up to 114 µM), without a hit: top-dose activity change, negative = inhibition, usual class: inhibitors | hit rate 1.2% among 390,000 | AID 588591; note: potency is the fitted concentration of half-maximal effect; % is set by controls: 0 for no effect and ±100 for the full control effect
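Fluorescent replication assay: 50 nM final substrate added after a 15 min room-temperature compound preincubation with 10 nM enzyme. Signal taken at 0 min and again at 10 min.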
Tb PGK inh: blocks T. brucei phosphoglycerate kinase; P07378; PGK/GAPDH coupled, Kinase-Glo luminescence, 60 min; Potency, µM (doses to about 57.5 µM), without a hit: at the top dose activity change, negative = inhibition, usual class: inhibitors; hit rate 0.043% among 380,000; AID 602233; note: potency is the fitted concentration of half-maximal effect; % is set by controls: 0 for no effect and ±100 for the full control effect; nearly all actives have a fitted effect of over 60% in size
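Luminescent ATP detection (Kinase-Glo Plus) follows a 60-minute room-temperature incubation, with wells lacking PGK as controls. Buffer: 100 mM TEA (pH 7.6), 5 mM MgCl2, 0.01% Tween-20. Coupling enzyme GAPDH (100 nM final) supplies unstable 1,3-BPG in-well.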
RXFP1 antag: blocks the human relaxin receptor RXFP1; activity change, negative = inhibition, % at 57.5 µM; HEK293-RXFP1, relaxin-stimulated cAMP HTRF, 30 min; active compounds read low; Q9HBX9; AID 1259400; hit rate 0.59% among 350,000;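 active = activity change of -60% or lower, but not beyond a set lower limit; inconclusive = change between -60% and -40%, or beyond the set limit; inactive = change above -40%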; note: % is set by controls: 0 for no effect and ±100 for the full control effect
APE1 inh: inhibitors of human APE1 endonuclease | P27695 | recombinant APE1, TAMRA/BHQ-2 abasic DNA cleavage fluorescence | Potency, µM (top dose mostly 65.8 µM), without a hit: at the highest dose activity change, negative = inhibition, most hits filed as inhibitors | hit rate 0.35% among 350,000 | AID 2517;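 note: potency is the fitted concentration of half-maximal effect; plate controls were vehicle for no effect and reference inhibitor for full effect; nearly all actives have a fitted effect of over 55% in size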
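Incision of a quenched TAMRA/BHQ-2 THF abasic-site duplex (50 nM) by 0.75 nM APE1, after 15 min compound preincubation, measured as fluorescence increase over three 60 s reads. Values normalized to buffer, DMSO and NSC13755 control wells.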
Apoferritin bind: binds horse apoferritin like a general anesthetic; P02791; apoferritin/1-aminoanthracene competitive binding, fluorescence; hit rate 0.074% among 350,000; Potency, µM (series often up to 77.5 µM), for the others: top-dose activity change, negative = displacement, hits mostly inhibitors; AID 485281; note: potency is the fitted concentration of half-maximal effect; % is set by controls: 0 for no effect and ±100 for the full control effect; nearly all actives have a fitted effect of over 20% in size
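Horse-spleen apoferritin (10 uM) in 50% saturated 1-aminoanthracene in PBS was incubated 10 min at room temperature with compound. Fluorescence (ex 380, em 535 nm) was normalized to free and bound 1-AMA, with concentration-response fitted by a four-parameter Hill equation.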
Pol beta inh: DNA polymerase beta (human) inhibition; P06746; Pol beta primer extension/strand displacement, fluorescence kinetic; Potency, µM (doses to about 114 µM), for inactives: at the highest dose activity change, negative = inhibition, actives largely listed as inhibitors; hit rate 1.3% among 340,000; note: potency is the fitted concentration of half-maximal effect; % is set by controls: 0 for no effect and ±100 for the full control effect
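Homogeneous kinetic assay of primer extension and strand displacement by 10 nM Pol beta, preincubated 15 min at room temperature with compound before 50 nM substrate (final) was added. Read at 0 and 10 min; four-parameter Hill fit.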
POLI inh: blocks human DNA polymerase iota activity; Pol iota fluorescent replication assay, 10 min; Potency, µM (series often up to 115 µM), for inactives: top-dose activity, negative = inhibition, most hits filed as inhibitors; hit rate 1% among 390,000; note: potency is the fitted concentration of half-maximal effect
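Fluorescent replication assay read twice, at 0 min and 10 min after adding 50 nM (final) substrate. Enzyme (10 nM) and compounds were first incubated 15 min at room temperature; enzyme-free buffer wells were negative controls.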
BLM helicase inh: inhibitors of human Bloom syndrome helicase BLM; P54132; recombinant BLM DNA unwinding, fluorescence dequenching; Potency, µM (highest dose often 56.1 µM), without a hit: at the top dose activity change, negative = inhibition, actives largely listed as inhibitors; hit rate 0.2% among 350,000; AID 2528;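 note: potency is the fitted concentration of half-maximal effect; plate controls were vehicle for no effect and no enzyme for full effect; nearly all actives have a fitted effect of over 35% in size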
POLK inh: DNA polymerase kappa (human) inhibition | Q9UBT6 | purified Pol kappa, fluorescent DNA synthesis assay, 10 min | Potency, µM (series often up to 107 µM), inactives show top-dose activity, negative = inhibition, actives largely listed as inhibitors | hit rate 0.53% among 400,000; note: potency is the fitted concentration of half-maximal effect; % is set by controls: 0 for no effect and ±100 for the full control effect
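Enzyme at 10 nM met test compounds for 15 min at room temperature. Substrate addition (50 nM final) began the reaction, which was monitored by fluorescence at 0 and 10 min.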
* = called active by the depositor; [ ] = remark or other dose. Unless noted, calls come from the whole dose curve; as a rule, active = well fitted curve in the direction sought with a large enough effect; inconclusive = small, poorly fitted or top-dose-only effect, or another doubt; inactive = no such curve, though single readings can be large; an effect the other way counts as inactive or inconclusive. The list is partial; count on the stated rates, not on these rows.

Results for O=C(NCc1ccccc1)C1CCC(=O)N(CCN2CCOCC2)C1 (stereo not given) ?
POLH inh: -7%; Tb PGK inh: inactive; RXFP1 antag: 15; APE1 inh: 17%; Apoferritin bind: -6%; Pol beta inh: 1%; POLI inh: 13%; BLM helicase inh: 1%; POLK inh: 9%

What do the screens show for `COc1cc(OC)cc(C(=O)Nn2cc(C(=O)Nc3ccccc3F)c3ccccc3c2=O)c1`?
POLH inh: -13%; Tb PGK inh: -6%; RXFP1 antag: -1; APE1 inh: -3%; Apoferritin bind: -7%; Pol beta inh: 20%; POLI inh: -8%; BLM helicase inh: -9%; POLK inh: -22%

What do the screens show for `CCOC(=O)c1sc(NC(=O)C2CCCCC2)nc1C`?
POLH inh: -19%; Tb PGK inh: -10%; RXFP1 antag: -10; POLI inh: 30%; POLK inh: -8%

What do the screens show for `CC(C)(O)C#CC#CCN1CCOCC1`?
POLH inh: -15%; Tb PGK inh: -1%; RXFP1 antag: 2; APE1 inh: 14%; Apoferritin bind: -13%; Pol beta inh: 26%; POLI inh: 3%; BLM helicase inh: -4%; POLK inh: -10%

What do the screens show for `CCCCCCCOc1ccc(OC(=O)c2ccncc2)cc1`?
POLH inh: -16%; Tb PGK inh: -8%; RXFP1 antag: -4; APE1 inh: 26%; Apoferritin bind: -16%; Pol beta inh: 16%; POLI inh: 7%; BLM helicase inh: -2%; POLK inh: -5%

How did O=C(c1ccc2c(c1)OCO2)N1CCc2ccccc2C1 do in these assays?
POLH inh: -8%; Tb PGK inh: -8%; RXFP1 antag: 12; APE1 inh: -4%; Apoferritin bind: -22%; Pol beta inh: 25%; POLI inh: 25%; BLM helicase inh: -3%; POLK inh: -18%

What do the screens show for `O=C(Cn1nc(Cc2cccnc2)c2ccccc2c1=O)NCCCN1CCCC1=O`?
POLH inh: -2%; Tb PGK inh: -7%; RXFP1 antag: 6; APE1 inh: 1%; Apoferritin bind: -1%; Pol beta inh: 12%; POLI inh: 28%; BLM helicase inh: 0%; POLK inh: -3%

How did O=C(O)c1cc([N+](=O)[O-])ccc1C(=O)Nc1cccc([N+](=O)[O-])c1 do in these assays?
POLH inh: 4%; Tb PGK inh: 9%; RXFP1 antag: 1; APE1 inh: 20%; Apoferritin bind: -5%; Pol beta inh: 21%; POLI inh: 79%[activator]; BLM helicase inh: -2%; POLK inh: -7%

Results for COCCCn1c(SCC(=O)N2CCCC(C)C2)nnc1-c1ccco1 (stereo not given) ?
POLH inh: -15%; Tb PGK inh: -7%; RXFP1 antag: -20; APE1 inh: 1%; Apoferritin bind: 5%; Pol beta inh: -12%; POLI inh: 28%; BLM helicase inh: 1%; POLK inh: 0%

What do the screens show for `O=C(O)c1ccc(Cn2cc(Cl)cn2)cc1`?
POLH inh: -11%; Tb PGK inh: -1%; RXFP1 antag: 1; APE1 inh: -6%; Apoferritin bind: -1%; Pol beta inh: 1%; POLI inh: 11%; BLM helicase inh: -2%; POLK inh: -7%

Results for O=C(CN1C(=O)NC2(CCCCCCC2)C1=O)Nc1ccc(Cl)cc1 ?
POLH inh: -13%; Tb PGK inh: -1%; RXFP1 antag: 2; APE1 inh: -8%; POLI inh: 10%; POLK inh: -16%

How did CC(C)Oc1cccc(C(=O)C2CCCN(C(=O)c3cc(C4CC4)[nH]n3)C2)c1 (stereo not given) do in these assays?
POLH inh: -5%; Tb PGK inh: -6%; RXFP1 antag: 4; APE1 inh: 13%; Apoferritin bind: 4%; Pol beta inh: 2%; POLI inh: -4%; BLM helicase inh: 2%; POLK inh: -2%

How did O=C(c1cc([N+](=O)[O-])ccc1N1CCCCC1)N1CCCC1 do in these assays?
POLH inh: -17%; Tb PGK inh: 9%; RXFP1 antag: 2; APE1 inh: inconclusive; Apoferritin bind: -7%; Pol beta inh: 32%; POLI inh: 19%; BLM helicase inh: -3%; POLK inh: -7%

What do the screens show for `COc1ccc(S(=O)(=O)NCCOc2cccc3cccnc23)cc1OC`?
POLH inh: -20%; Tb PGK inh: 4%; RXFP1 antag: -22; APE1 inh: 1%; Apoferritin bind: -6%; Pol beta inh: 33%; POLI inh: 69%[activator]; BLM helicase inh: 0%; POLK inh: 2%

How did O=C1CSC(c2cccc([N+](=O)[O-])c2)N1C1CC2CCC1C2 (stereo not given) do in these assays?
POLH inh: -17%; Tb PGK inh: 3%; RXFP1 antag: -7; APE1 inh: -4%; Apoferritin bind: -2%; Pol beta inh: 5%; POLI inh: -18%[58.9 µM]; BLM helicase inh: -2%; POLK inh: 2%

Structural class: the compounds so far with a Cl atom.
What do the screens show for `O=C(O)c1ccc(Cn2cc(Cl)cn2)cc1`?
POLH inh: -11%; Tb PGK inh: -1%; RXFP1 antag: 1; APE1 inh: -6%; Apoferritin bind: -1%; Pol beta inh: 1%; POLI inh: 11%; BLM helicase inh: -2%; POLK inh: -7%

Results for O=C(CN1C(=O)NC2(CCCCCCC2)C1=O)Nc1ccc(Cl)cc1 ?
POLH inh: -13%; Tb PGK inh: -1%; RXFP1 antag: 2; APE1 inh: -8%; POLI inh: 10%; POLK inh: -16%

The list goes on.
What do the screens show for `COc1ccc(NC(=O)c2c(C)oc3ccc(O)c(CN4CCCC4)c23)cc1Cl`?
POLH inh: -18%; Tb PGK inh: -13%; RXFP1 antag: -3; Apoferritin bind: -2%; Pol beta inh: 2%; POLI inh: 21%; BLM helicase inh: 2%; POLK inh: 11%

Results for Cn1c(/C(C#N)=C(\O)c2ccc([N+](=O)[O-])s2)nc2ccccc21 ?
POLH inh: -12%; Tb PGK inh: -6%; RXFP1 antag: 14; APE1 inh: 28%; Apoferritin bind: 0%; Pol beta inh: 2%; POLI inh: 36%[activator]; BLM helicase inh: -3%; POLK inh: -4%

What do the screens show for `Cc1nc(Nc2ccc(Cl)cc2)c2nnn(Cc3ccccc3)c2n1`?
POLH inh: -19%; Tb PGK inh: -1%; RXFP1 antag: -4; APE1 inh: -3%; Apoferritin bind: inconclusive; Pol beta inh: 12%; POLI inh: 91%[activator]; BLM helicase inh: -4%; POLK inh: 1%

What do the screens show for `Cc1nc(N2CCN(Cc3ccccc3)CC2)nc2c1CCC2`?
POLH inh: 0%; Tb PGK inh: -2%; RXFP1 antag: -2; APE1 inh: -5%; Apoferritin bind: -9%; Pol beta inh: -3%; POLI inh: 6%; BLM helicase inh: -7%; POLK inh: -9%

How did O=C(COC(=O)/C=C/c1cccc(Br)c1)NCc1cccs1 do in these assays?
POLH inh: 0%; Tb PGK inh: 0%; RXFP1 antag: 8; APE1 inh: 15%; POLI inh: 2%; POLK inh: -5%

What do the screens show for `COc1ccc2[nH]c(C(=O)N3CCC(Cc4ccccc4)CC3)cc2c1`?
POLH inh: -12%; Tb PGK inh: -11%; RXFP1 antag: -6; APE1 inh: 6%; Apoferritin bind: -12%; Pol beta inh: 9%; POLI inh: 145%[activator]; BLM helicase inh: -3%; POLK inh: -7%

How did CCOc1ccc(-c2n[nH]c(C(=O)NN)c2C)cc1 do in these assays?
POLH inh: -8%; Tb PGK inh: inactive; RXFP1 antag: -4; APE1 inh: -4%; Apoferritin bind: -4%; Pol beta inh: 7%; POLI inh: 23%; BLM helicase inh: 0%; POLK inh: -1%[60.1 µM]

What do the screens show for `O=C(Nc1ccccc1C(=O)N1CCCCC1)c1ccco1`?
POLH inh: -1%; Tb PGK inh: 9%; RXFP1 antag: -5; APE1 inh: -5%; Apoferritin bind: -3%; Pol beta inh: 2%; POLI inh: 41%[activator]; BLM helicase inh: -5%; POLK inh: 2%

How did CCCC(=O)NCC1(N(C)C)CCCCC1 do in these assays?
POLH inh: -14%; Tb PGK inh: -6%; RXFP1 antag: 2; Apoferritin bind: 2%; Pol beta inh: -19%; POLI inh: -4%; BLM helicase inh: -1%; POLK inh: -22%

Results for CCS(=O)(=O)n1nc(-c2ccc(C)cc2)nc1N ?
POLH inh: -7%; Tb PGK inh: -2%; RXFP1 antag: 9; APE1 inh: 11%; Apoferritin bind: -11%; Pol beta inh: -13%; POLI inh: 5%; BLM helicase inh: -3%; POLK inh: -15%

How did COC(=O)c1[nH]c2ccccc2c1NC(=O)C(C)N1CCOCC1 (stereo not given) do in these assays?
POLH inh: -22%; Tb PGK inh: -6%; RXFP1 antag: 9; APE1 inh: 13%; Apoferritin bind: 7%; Pol beta inh: 27%; POLI inh: 42%; BLM helicase inh: -2%; POLK inh: 1%

How did CC(=O)Nc1cccc(NC(=O)CSc2nnnn2Cc2ccccc2)c1 do in these assays?
POLH inh: 8%; Tb PGK inh: 0%; RXFP1 antag: 1; APE1 inh: -5%; Apoferritin bind: -17%; Pol beta inh: 7%; POLI inh: 6%; BLM helicase inh: 0%; POLK inh: -13%

What do the screens show for `CCCCN(CC(=O)NC1CC1)S(=O)(=O)c1ccc(OCC)cc1`?
POLH inh: inconclusive; Tb PGK inh: -13%; RXFP1 antag: 14; APE1 inh: 11%; POLI inh: 13%; POLK inh: -15%

Results for Cc1c(C=O)c2ccccn2c1C(=O)c1ccc(Cl)c([N+](=O)[O-])c1 ?
POLH inh: -10%; Tb PGK inh: inactive; RXFP1 antag: -7; APE1 inh: -2%; Apoferritin bind: -12%; Pol beta inh: 29%; POLI inh: 99%[activator]; BLM helicase inh: 0%; POLK inh: -7%

Results for CC(=O)OCC(=O)C1(O)CCC2C3CCC4=CC(=O)CCC4(C)C3(F)C(O)CC21C (stereo not given) ?
POLH inh: 9%; Tb PGK inh: 2%; RXFP1 antag: -3; POLI inh: 74%[activator]; POLK inh: -7%

What do the screens show for `CCOC(=O)c1nn(-c2ccc3c(c2)CCN3C(C)=O)cc1O`?
POLH inh: -15%; Tb PGK inh: -7%; RXFP1 antag: 10; APE1 inh: inconclusive; Apoferritin bind: -6%; Pol beta inh: 4%; POLI inh: 9%; BLM helicase inh: 0%; POLK inh: -5%
